# Screens (PubChem)
# TcdB inh: blocks C. difficile toxin B glycohydrolase activity; inhibition, % at 9.99 µM; P18177; TcdB glycohydrolase enzymatic assay, plate reader; hit rate 0.24% among 350,000; AID 652162; in the data active = inhibition above about 10%
# FadD28 binding: blocks FadD28 binding to the bisubstrate probe. AID 588549. hit rate 0.22% among 360,000. fluorescence polarization. inhibition, % at 12.5 µM; in the data active = inhibition above about 8.5%, passing the limit was not always enough; inconclusive = no clear call, values can overlap the other calls
# Yp Topo-I inh: blocks Yersinia pestis topoisomerase I activity | Y. pestis Topo-I cleavage product accumulation, plate reader | activity, % at 10 µM | hit rate 0.064% among 360,000; in the data active = activity above about 50%, passing the limit was not always enough; inconclusive = no clear call, values can overlap the other calls; also: inactives centre near 2
# PfHsp40 rescue: rescue of PfHsp40-mediated yeast toxicity; growth rescue, % at 12.5 µM; S. cerevisiae expressing PfHsp40, growth rescue, ATP luminescence; AID 504582; hit rate 0.68% among 340,000; in the data active = growth rescue above about 28%, passing the limit was not always enough; inconclusive = no clear call, values can overlap the other calls;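 also: yeast W303a lacking pdr1 and pdr3 grown in galactose medium; growth measured after three days at 30 °C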
# BoNT-F LC inh: inhibitors of Botulinum neurotoxin F light chain protease; Multiplex microsphere protease cleavage assay, flow cytometry; inhibition, % at 10 µM; hit rate 0.22% among 360,000; in the data active = inhibition above about 35%, passing the limit was not always enough; inconclusive = no clear call, values can overlap the other calls; also: plate controls were buffer without enzyme for full effect and enzyme alone for no effect
# BoNT-A LC inh2: blocks Botulinum neurotoxin A light chain protease; multiplex microsphere protease substrate cleavage, flow cytometry; inhibition, % at 10 µM; hit rate 0.17% among 360,000; also: plate controls were buffer without enzyme for full effect and enzyme alone for no effect
# PrPC surface inh: inhibitors of human cell surface prion protein PrPC | TR-FRET read-out | inhibition, % at 13.8 µM | hit rate 0.43% among 370,000 | AID 720596; in the data active = inhibition above about 24%; also: 0% = median of the test wells and 100% = reference compound wells
# CCHFV vOTU inh: CCHFV vOTU protease inhibition | inhibition, % at 11.5 µM | hit rate 0.55% among 370,000 | Pep-AMC fluorescence | AID 651958; in the data active = inhibition above about 30%; also: 0% = vehicle wells with enzyme and 100% = no enzyme wells
# Anthrax LF inh2: blocks Bacillus anthracis lethal factor protease; P15917; multiplex microsphere protease cleavage assay, LF; inhibition, % at 10 µM; hit rate 0.12% among 360,000; AID 588501; also: plate controls were buffer without enzyme for full effect and enzyme alone for no effect
# Active calls of the source: *; ? = inconclusive; . = no result given; & = joins results of further samples. Rule as the data show it, unless noted: active = inhibition above about 30%; inconclusive = no clear call, values can overlap the other calls; inactive = below that.
Compound	TcdB inh	FadD28 binding	Yp Topo-I inh	PfHsp40 rescue	BoNT-F LC inh	BoNT-A LC inh2	PrPC surface inh	CCHFV vOTU inh	Anthrax LF inh2
CC1(C)CC(=O)N(CC(=O)NCc2ccc(F)cc2)c2ccccc2S1(=O)=O	1.1	-3.6	8	-1.2	-4	-0.6	-1	2	0
CC(=O)NCC(=O)OCc1ccc([N+](=O)[O-])cc1	.	-0.2	-2	0.9	3	0.3	-11	-8	0
CCN(CC)S(=O)(=O)c1ccc(N2CCOCC2)c(NC(=O)c2c3c(nc4ccccc24)CCC3)c1	.	1.9	13	-0.9	4	1.6	-2	-12	0
Cn1c(N2CCOCC2)nc2c1c(=O)n(Cc1ccc(Cl)cc1)c(=O)n2C	.	-1.6	13	0.9	6	0.2	1	-3	-10
O=C(NCc1cccnc1)c1cccc(C(F)(F)F)c1	.	-1.7	9	0.7	0	-0.3	-3	-7	-4
CCCCNc1cc(C(=O)O)cc(S(N)(=O)=O)c1Oc1ccccc1	-9.4	3.4	1	-1.5	-8	0.7	10	-4	4
O=C(NNS(=O)(=O)c1ccc(F)cc1)c1sccc1-n1cccc1	1.1	-3.1	4	0.4	-7	-0.8	7	3	3
CCn1c2ccccc2c2cc(NC(=O)CN3CCCC3)ccc21	-0.9	-1.2	4	0.1	-5	0.8	-3	1	-4
Cc1cccc(C)c1NC(=O)CN1C(=O)C(C)Oc2ccccc21 (configuration not stated)	0.5	0.0	-4	-0.3	-3	-4.3	-1	14	2
COC(=O)c1ccccc1NC(=O)CCCn1nc(C)c2c(C)n(-c3ccccc3)nc2c1=O	0.2	-2.9	10	-1.2	0	0.4	0	10	-2
O=C(NCc1ccco1)c1c(F)cccc1Cl	.	-1.3	2	-0.1	6	0.3	-1	-1	1
CNC(=S)Nc1ccc([N+](=O)[O-])cc1	1.6	-0.5	8	-2.7	-1	0.1	-13	14	-5
CC(=O)Nc1cccc(NC(=O)c2cc3ccccc3o2)c1	.	-0.8	2	-0.7	-2	-0.4	11	10	-1
CC1(C)CC(=O)C=C(C(=O)N2CCCC(C(=O)c3cccc(C(F)(F)F)c3)C2)O1 (configuration not stated)	0.5	-1.8	2	1.2	11	6.1	-7	-3	6
COC(=O)c1ccc(COC(=O)C(CCS(C)(=O)=O)N2C(=O)c3ccccc3C2=O)cc1 (configuration not stated)	.	-3.1	16	-1.1	-3	-0.3	1	-1	3
CCC(=O)c1ccccc1OCCCn1cncn1	.	-0.8	6	-0.6	6	-1.1	-1	9	-2
Cc1ccnc(NC(=O)c2ccc(Br)s2)c1	-1.0	-5.7	-3	-0.8	-4	-2.2	8	-2	16
CCC(C)(C)C1CCc2[nH]nc(C(=O)NCC3CC3)c2C1 (configuration not stated)	-6.5	-4.0	33	1.9	-8	0.3	13	19	-1
Cc1ccc(S(=O)(=O)/C(C#N)=C/c2c(N3CC(C)OC(C)C3)nc3c(C)cccn3c2=O)cc1 (configuration not stated)	.	0.0	7	0.9	-2	9.4	3	9	6
Cc1cccc(CSC2=CS(=O)(=O)c3ccccc3N2)c1	.	-2.6	-3	0.4	0	0.0	8	5	-1
N#CC1C(=O)NC(N2CCN(c3ccccc3)CC2)=NC12CCCCC2 (configuration not stated)	.	-5.2	5	2.9	-8	-0.8	-1	-6	2
CNC(=O)OCc1nc(SSC(C)(C)C)n(C)c1COC(=O)NC	3.0	-4.1	5	-2.4	-12	0.6	50*	-15	-10
Cc1ccc(CNC(=O)CS(=O)(=O)c2cn(CC(=O)N3CCOCC3)c3ccccc23)cc1	0.5	2.5	-9	-0.9	-4	4.6	-3	1	0
CN1C(=O)C2(c3ccccc31)c1c(oc3ccccc3c1=O)C(=O)N2CCCO (configuration not stated)	-0.2	-2.0	-1	0.6	4	-0.7	-4	6	2

# Among those listed so far, three have two or more sulfur atoms.
Compound	TcdB inh	FadD28 binding	Yp Topo-I inh	PfHsp40 rescue	BoNT-F LC inh	BoNT-A LC inh2	PrPC surface inh	CCHFV vOTU inh	Anthrax LF inh2
O=C(NNS(=O)(=O)c1ccc(F)cc1)c1sccc1-n1cccc1	1.1	-3.1	4	0.4	-7	-0.8	7	3	3
Cc1cccc(CSC2=CS(=O)(=O)c3ccccc3N2)c1	.	-2.6	-3	0.4	0	0.0	8	5	-1
CNC(=O)OCc1nc(SSC(C)(C)C)n(C)c1COC(=O)NC	3.0	-4.1	5	-2.4	-12	0.6	50*	-15	-10

# The list continues.
Compound	TcdB inh	FadD28 binding	Yp Topo-I inh	PfHsp40 rescue	BoNT-F LC inh	BoNT-A LC inh2	PrPC surface inh	CCHFV vOTU inh	Anthrax LF inh2
Cn1c(=O)c2cn(Cc3ccc(Cl)cc3)cc2n(C)c1=O	.	-5.2	6	-0.1	-3	0.7	6	-6	2
COc1ccc(Cc2nc(C)cc(Cl)n2)cc1[N+](=O)[O-]	-0.2	-1.5	-5	-0.6	-10	0.7	-5	-14	9
Brc1ccc2nc(-c3c[nH]c4ccccc34)cn2c1	4.5	0.5	-9	-0.7	-5	0.8	10	3	-3
COc1ccc(NC(=O)N2CCC(C(=O)c3ccc(F)cc3)CC2)cc1	.	0.2	-13	0.0	3	1.2	12	-2	0
Cc1ccc(OCC(=O)Nc2sc3c(c2C#N)CCC3)cc1C	.	-1.3	4	-0.6	6	-0.7	3	-2	-4
CC(C)Nc1nc(-c2ccccc2)nc(-n2ccnc2)n1	.	-0.6	1	-1.5	0	0.6	9	4	-8
COc1ccc(/C=C/C(=O)NC(=S)NNC(=O)c2cccnc2)cc1	.	-1.4	-5	0.8	-8	-0.9	-5	5	0
CC(=O)N(Cc1cc(=O)[nH]c2ccccc12)c1cccc(C)c1	.	0.1	6	-1.3	6	0.8	24*	2	-1
Cc1ccc(-c2nc3ccccc3c(C(=O)NCc3cccs3)c2C)cc1	.	-0.5	-8	0.1	0	0.7	7	16	-2
O=C(C(=O)N1CCOCC1)c1cn(CC(=O)N2CCc3ccccc3C2)c2ccccc12	-1.0	-1.4	2	-1.7	0	0.4	-9	3	-2
Cc1cccc(N2CCN(C(=O)c3csc4ccccc34)CC2C)c1 (configuration not stated)	.	0.5	41	4.6	-4	-0.5	4	12	-1
COc1ccc(N2CCN(CCCn3cnc4c(OC)ncnc43)CC2)cc1	-0.1	0.9	-1	.	-2	-0.5	-6	-10	1
Cn1ncc(N2CCN(S(=O)(=O)c3ccc(Br)cc3)CC2)c(Cl)c1=O	0.2	-1.4	4	-1.1	6	-1.1	2	1	-1
CCOC(=O)C1=C(CC)Nc2ccccc2N/C1=N\S(=O)(=O)c1ccccc1F	-0.7	-2.1	-5	0.6	-9	-0.7	-2	0	-1
CCOc1ccc(N=C(NC#N)SCC(=O)NC2CC2)cc1	.	-0.7	-1	0.9	-1	?	-4	8	-2
Cc1ccc(S(=O)(=O)NC(=O)NN2CCCCCC2)cc1	-0.3	-4.1	0	0.8	-9	-0.8	7	0	-7
CSc1ccc(C(=O)C2CCCN(C(=O)CN3CCOC3=O)C2)cc1 (configuration not stated)	1.2	-2.0	2	-0.2	-4	-1.4	-2	6	-2
Cc1cccc2c(=O)c(-c3ccc(Cl)cc3)c(NC(=O)c3ccco3)oc12	0.5	-1.9	5	-0.4	8	-0.5	-5	30*	-4
O=C(Nc1cccc(Cl)c1N1CCOCC1)c1ccc(Br)o1	-0.1	-0.1	1	-0.7	-9	-1.9	-5	17	-2
O=C(CCCOc1ccccc1)N1CCN(S(=O)(=O)c2ccc(Cl)cc2)CC1	-1.4	-1.3	-1	2.9	3	4.2	3	2	-1
O=C(OCC(=O)N1CCCc2ccccc21)c1ccccc1OC(F)F	0.7	-3.3	16	0.5	2	0.0	4	1	-8
COc1cccc(-n2c(CN3CCN(c4ccc(C)cc4)C(C)C3)nc3ccc([N+](=O)[O-])cc3c2=O)c1 (configuration not stated)	0.6	1.0	-12	1.5	4	-0.1	-5	5	-5
NC(=O)C1CCN(C(=O)CNC(=O)c2ccc(F)cc2)CC1	1.6	-1.9	2	0.9	4	0.2	4	5	-4
O=C(O)c1ccc(N2C(=O)CCCC2=O)cc1	0.1	-8.5	7	-0.5	-5	-0.1	3	2	-8
CCCC(=O)Nc1nc(-c2ccc3c(c2)OCCO3)cs1	1.3	0.3	3	-1.3	-7	-0.8	11	-1	3
CCN(CC)S(=O)(=O)c1ccc(C(=O)NCC2CCCCC2)cc1	1.5	-0.1	21	0.4	-7	1.3	0	8	-1
CCOC(=O)c1ccccc1NC(=O)CN1C(=O)CCS(=O)(=O)c2ccccc21	.	-0.3	9	-0.3	-3	-0.8	-3	-12	1
OCCNC(=S)Nc1ccc2c(c1)OCCO2	0.2	-0.9	-5	-0.9	?	-1.6	1	5	30*
Cc1ccc(NC(=O)Cn2cc(C(F)(F)F)cc(Cl)c2=O)cc1Cl	-0.3	-1.3	5	.	1	-1.2	-3	0	-6
Cc1c(NS(C)(=O)=O)cccc1-c1nc2cccnc2s1	0.2	-2.2	-3	1.2	7	1.4	-1	-15	-5
Cc1cccc(/C(N)=N/OC(=O)COc2ccc(Cl)c(C)c2)c1	-0.5	-0.2	4	-0.8	-1	0.0	-1	-8	0
O=C(COn1nnc2ccc(C(F)(F)F)cc21)Nc1c(Cl)cccc1Cl	1.0	-1.4	-1	-0.9	4	0.2	6	6	0
COc1ccc(C(=O)NC(C)c2nc3ccccc3[nH]2)cc1OC (configuration not stated)	0.5	1.0	2	-0.3	-1	-0.3	-4	-11	-2
CCCCOc1cc(C(=O)NCCN(CC)CC)c2ccccc2n1	1.2&1.2	-3.3&-3.7	-6&-12	-0.9&-1.4	-10&-9	-0.2&-0.4	-8&4	-5&-5	-5&-3
CC(C)CNC(=O)CN1C(=O)NC(Cc2c[nH]c3ccccc23)C1=O (configuration not stated)	0.6	0.4	3	4.1	3	-0.3	0	-12	-1
CCOc1c(Cl)cc(/C=C/C(=O)N(CC)CC(=O)Nc2ccc(NC(C)=O)cc2)cc1OC	0.2	-1.6	3	-0.7	-9	-5.0	-7	8	-3
COc1cccc(NC(=O)CN2C(=O)C(=O)N(C3CCCC3)C2=O)c1	7.0	-1.2	4	0.6	6	0.0	1	-2	-3
COc1cccc(NC(=O)C2CCCO2)c1 (configuration not stated)	0.8	-1.3	-2	-1.8	?	-0.2	1	-15	-4
CCS(=O)(=O)n1nc(-c2ccccc2)nc1NCc1ccco1	.	-2.4	5	-0.5	-8	0.4	5	13	?
Cc1ccc(-n2cc(CNC(C)c3cnn(C)c3C)c(-c3ccc(F)cc3)n2)cc1 (configuration not stated)	0.8	-2.5	-4	-1.3	-6	-1.8	-9	8	-11
Nc1nc(-c2ccc(Br)cc2)cc(C(F)(F)F)n1	.	1.1	5	0.0	-7	-0.5	6	1	4
CCn1c(O)c(/C=C/C=C/C=Nc2ccccc2)sc1=S	-0.4	-3.4	1	-1.5	-11	1.4	-3	1	-8
CCNc1ccc(P(=O)(c2ccccc2)c2ccccc2)cc1	-0.1	-2.4	12	-1.6	-9	-2.2	-1	-5	-1
CC(C)C1OC2c3cccc4cccc(c34)C2N1c1ccccc1 (configuration not stated)	.	-1.7	1	-1.6	3	4.0	-12	3	3
CCOC(=O)c1cc2c(ccn2C)n1CC(=O)N(Cc1ccccc1)c1ccc(F)cc1	.	1.3	13	-0.5	0	-0.4	8	8	-3
Cc1cc2nc(-c3ccccn3)c(-c3ccccn3)nc2cc1C	0.8	-4.7	5	-1.4	11	2.1	-7	10	-1
COc1ccccc1N1CCN(S(=O)(=O)c2c(C)sc3ncn(CC(=O)NCCN(C)C)c(=O)c23)CC1	1.5	-0.2	5	-0.6	-4	1.6	-2	-3	11
COc1ccccc1/C=C/C=N\N1CCN(Cc2ccccc2Cl)CC1	.	-2.2	33	-1.1	-8	-3.9	7	15	-14

# This is a random part of the collection; overall some 2.3% were active at least once.
